sdo1 growth = growth rescue of sdo1-depleted yeast, primary screen, S. cerevisiae, bone marrow failure model | S. cerevisiae sdo1-depleted JHY4D growth rescue, OD600 30 h; hits give high values; pdr5 snq2 efflux-pump mutant strain | z-score at 10 µM | 140,000 compounds, 0.21% hits | AID 817, 2007;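 active = z-score above 3 at both the 24 hr and the 30 hr optical density reads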;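 note: z-score against mean and SD of all compound wells on the same plate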
Insulin prom inh = inhibitors of insulin promoter-driven GFP, primary screen, imaging, TRM-6 cells (human fetal islet line), eGFP reporter, cell count. 130,000 compounds, 0.9% hits. reporter expression induced with tamoxifen. AID 1273, 2008. inhibition, % at 2 µM;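 active = inhibition above the mean plus 3 SD, with well images judged a real hit on visual review, cut at about 60% in these data, passing the limit was not always enough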
sdo1 growth Rescue 24 h = further read-out of sdo1 growth, marked with its call; z-score; S. cerevisiae sdo1-depleted JHY4D growth rescue, OD600; measured here: growth rescue at 24 h;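 0 is the plate mean of compound wells and units are plate SD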
The depositor's hits bear a star; . = not tested or not shown. An excerpt; rates above refer to the full screens.

Sample of the layout, seven compounds:
sdo1 growth,sdo1 growth Rescue 24 h,Insulin prom inh,SMILES
1.1,1.7,11,S=c1[nH]nc(-c2ccc(Cl)cc2)n1-c1ccc2c(c1)OCCO2
-0.51,-0.6,-73,Cc1ccc(S(=O)(=O)N(CC(=O)NC2CCCC2)c2cccc(C)c2)cc1
0.59,0.1,14,CC(C)(C)c1cc(N)on1
0.55,0.42,-8,CC(=O)c1cn(CCC(C)C)c(=O)[nH]c1=O
-0.64,0.33,12,CC(C)(C)c1ccc(/C=C/C(=O)Nc2ccncc2)cc1
1.6,0.13,13,CS(=O)(=O)N(Cc1ccco1)CC(O)Cn1cc(C=O)c2ccccc21 (stereo not drawn)
-1.5,-1.5,-22,CC1(C)CC(=O)C(N=Nc2cc(Cl)c(Cl)c(Cl)c2)=C(O)C1

The listing, from the first entry:
sdo1 growth,sdo1 growth Rescue 24 h,Insulin prom inh,SMILES
1.1,1.7,11,S=c1[nH]nc(-c2ccc(Cl)cc2)n1-c1ccc2c(c1)OCCO2
-0.51,-0.6,-73,Cc1ccc(S(=O)(=O)N(CC(=O)NC2CCCC2)c2cccc(C)c2)cc1
0.59,0.1,14,CC(C)(C)c1cc(N)on1
0.55,0.42,-8,CC(=O)c1cn(CCC(C)C)c(=O)[nH]c1=O
-0.64,0.33,12,CC(C)(C)c1ccc(/C=C/C(=O)Nc2ccncc2)cc1
1.6,0.13,13,CS(=O)(=O)N(Cc1ccco1)CC(O)Cn1cc(C=O)c2ccccc21 (stereo not drawn)
-1.5,-1.5,-22,CC1(C)CC(=O)C(N=Nc2cc(Cl)c(Cl)c(Cl)c2)=C(O)C1
-0.38,-0.93,6,CN1CCC(N2CCCC(C(=O)O)C2)CC1 (stereo not drawn)
.,.,22,O=C(Nc1cccc(Cl)c1)c1ccc2c(c1)SC1=NS(=O)(=O)CCN12
1.2,1.5,.,Cc1ccc(C(=O)COC(=O)CCC(=O)Nc2cc(Cl)ccc2Cl)cc1[N+](=O)[O-]
.,.,28,COc1cc(OC)c(C2=NOC(C(=O)Nc3c(C)n(C)n(-c4ccccc4)c3=O)C2)cc1Cl (stereo not drawn)
1,0.1,7,CCn1cc(C(=O)Nc2ccc(F)c(F)c2)cn1

(listing goes on)
sdo1 growth,sdo1 growth Rescue 24 h,Insulin prom inh,SMILES
-1.1,-1.1,54,COC(=O)c1sc2ccccc2c1-n1cccc1C(=O)C(=O)Nc1ccc(F)cc1
0.32,-0.25,.,CCc1c(C)nc(SC(C(=O)O)c2ccccc2)c(C#N)c1C (stereo not drawn)
-1.6,-0.9,.,N#Cc1nc(COc2ccccc2)oc1N1CCN(Cc2ccccc2)CC1
0.03,-0.59,30,CCOCCCNC(=O)Cc1cc(=O)[nH]c(=O)[nH]1
0.31,0.56,-9,CN(c1ccccc1C(=O)O)S(C)(=O)=O
-0.4,-0.64,58,COc1ccc(Cn2nnnc2C(c2cc3ccc(OC)cc3[nH]c2=O)N2CCC(C)CC2)cc1 (stereo not drawn)
.,.,-9,COc1ccc(-c2ccc(SCC(=O)Nc3nnc(C)s3)nn2)cc1
-1.8,-0.81,.,Cc1cc(C(C)(C)C)ccc1OCCN1CCCC1
-1.9,-1.2,37,O=C(Nc1ccc(CN2CCOCC2)cc1)c1ccc(-c2cccc(Cl)c2)o1
0.87,0.42,21,CCCCCC(=O)NCC(C)NC(=O)CCCCC (stereo not drawn)
0.09,-0.59,0,Cc1ccc2c(c1)[nH]c1c(=O)n(CCN3CCCCC3)cnc12
1.5,1.4,-24,OC(c1ccc(Cl)cc1)C(O)c1nc2ccccc2[nH]1 (stereo not drawn)

An excerpt from above in order of length of the SMILES, smallest number first:
sdo1 growth,sdo1 growth Rescue 24 h,Insulin prom inh,SMILES
0.87,0.42,21,CCCCCC(=O)NCC(C)NC(=O)CCCCC (stereo not drawn)
1,0.1,7,CCn1cc(C(=O)Nc2ccc(F)c(F)c2)cn1
-1.6,-0.9,.,N#Cc1nc(COc2ccccc2)oc1N1CCN(Cc2ccccc2)CC1

Next entries:
sdo1 growth,sdo1 growth Rescue 24 h,Insulin prom inh,SMILES
-1.5,-0.65,.,O=C1C2C3CCC(C3NCc3ccccc3)C2C(=O)N1Cc1ccccc1 (stereo not drawn)
0.15,-0.04,-26,O=S(=O)(NCc1ccncc1)c1ccccc1
-0.4,1.8,-17,CCOC(=O)C1=C(C)N(c2ccc(OC)cc2)C(=O)/C1=C\c1cccs1
-0.86,-0.87,0,CCOc1ccc(NC(=O)CC2C(=O)N(C)C(=S)N2CCCc2ccccc2)cc1 (stereo not drawn)
1.2,1.6,.,Cc1cccc(C(=O)Oc2coc(CSc3nnc(NC(=O)C4CC4)s3)cc2=O)c1
0.56,-0.24,46,CCCCNC(=O)c1onc(CSc2cccc3ccccc23)c1C(=O)O
-0.73,-0.14,.,CCCCCOC(=O)c1cc(=O)[nH]c2ccccc12
.,.,-14,Cc1ccc(-c2csc(Nc3ccc(S(N)(=O)=O)cc3)n2)o1
1,0.47,-18,O=C(/C=C/c1ccccc1)NNC(=O)C1CC1
0.45,0.41,.,COCCCn1c(SCC(=O)NC(C)(C)C)nnc1-c1ccccc1
-1,-0.79,-73,COc1ccc2nc(NC(=O)CCn3cccc3)sc2c1
.,.,-25,O=[N+]([O-])c1cnn2cc(Br)cnc12

Next compounds.
sdo1 growth,sdo1 growth Rescue 24 h,Insulin prom inh,SMILES
-0.52,-1.4,-77,Cc1cc(C)c(OCC(=O)Nc2nnn(C)n2)c(Br)c1
0.66,0.84,.,O=[N+]([O-])c1ccccc1-c1ccc(/C=N/n2cnnc2)o1
-0.34,-0.51,.,COC(=O)c1ccccc1S(=O)(=O)N(Cc1cc2ccc(OC)cc2[nH]c1=O)CC1CCCO1 (stereo not drawn)
0.28,0.55,-138,CC1CCN(C(=O)CSCc2ccc(Cl)cc2)CC1
-0.25,0.61,-3,O=C(COc1ccc2c(C(F)(F)F)cc(=O)oc2c1)Nc1ccc2c(c1)OCCO2
.,.,0,O=[N+]([O-])c1cccc(OCc2cn3cccnc3n2)c1
-0.23,-0.72,23,CC1(C)C(=O)Nc2ccccc2N1C(=O)CSc1nnc2c(Cl)cc(Cl)cn12
-0.42,-0.35,-4,Cc1ccc(C)c2[nH]c(=O)c(C(c3nnnn3C(C)(C)C)N3CC=C(c4ccc(F)cc4)CC3)cc12 (stereo not drawn)
1,0.95,.,Cc1c(N2C(=O)C(=O)/C(=C(/O)c3ccccc3)C2c2ccc(F)cc2)c(=O)n(-c2ccccc2)n1C (stereo not drawn)
.,.,-14,CCNS(=O)(=O)c1c(C)cc(C)c(N(C)S(=O)(=O)c2ccccc2)c1C
-0.35,0.02,8,Cn1cc([N+](=O)[O-])c(C(=O)Nc2ccn(C34CC5CC(CC(C5)C3)C4)n2)n1
0.31,1.1,.,COc1ccc(OCc2cccc(C(=O)O)c2)cc1

Next results:
sdo1 growth,sdo1 growth Rescue 24 h,Insulin prom inh,SMILES
0.53,-0.89,-9,Cc1sc2ccccc2[n+]1CCC(C)S(=O)(=O)[O-] (stereo not drawn)
.,.,10,O=C(CSc1nnnn1C1CCCC1)Nc1ccccc1N1CCOCC1
-0.36,-1.2,9,COc1ccc(N(CC(=O)NCc2ccc3c(c2)OCO3)S(C)(=O)=O)cc1OC
1.8,2.8,.,N#Cc1ccc(Oc2cccnc2)cc1C#N
0.39,-0.29,-17,COC(C(=O)Nc1ccc(F)cc1F)c1ccccc1 (stereo not drawn)
-0.58,-0.79,-10,COC(=O)c1ccc(C(=O)OC)c(NC(=O)COC(=O)C2CC2C)c1 (stereo not drawn)
0.16,0.17,51,CC(C)C(=O)Nc1ccccc1N1CCN(S(C)(=O)=O)CC1
0.57,-0.05,-33,CSc1ccccc1NC(=O)CN(C)CC(=O)Nc1ccccc1F
0.14,-0.05,-54,CCn1cc(CNC(=O)/C=C/c2cnn(C)c2)c(C)n1
-0.55,-0.57,.,CN1CCN(c2ncnc3c2cnn3-c2ccc(Cl)cc2)CC1
0.04,0.21,40,S=c1[nH]nc(CSCc2ccccc2Cl)n1-c1ccccc1
.,.,0,CCC(=O)Nc1nnc(-c2ccc(Cl)s2)o1

Next section
sdo1 growth,sdo1 growth Rescue 24 h,Insulin prom inh,SMILES
-0.57,-1.1,.,CCOC(=O)C1CCN(CC(=O)Nc2c(C(=O)OC)n(C)c3cccc(C)c23)CC1
0.63,0.87,25,Cc1nnc(SCC(=O)NCC2CCCO2)n1-c1ccccc1 (stereo not drawn)
-1.8,-1.5,.,COc1ccc(-c2[nH]ncc2-c2cnn(-c3ccccc3)c2)c(O)c1
-0.1,1.5,30,c1ccc(COc2ccc(-c3csnn3)cc2)cc1
-0.93,-0.4,.,COc1ccc(-c2nnc(N3CCCCC3)c3ccccc23)cc1
-0.2,-0.56,.,CCCCc1ccc(CC(=O)O)cc1
-1.3,-0.86,-58,CC(=O)c1c(N2CCN(c3ccc(F)cc3)CC2)nc(=S)n(Cc2ccccc2)c1C
0.53,0.34,-3,COc1ccc(OC)c(S(=O)(=O)N2CCCCC2C(=O)O)c1 (stereo not drawn)
-1.7,-1.3,.,CCOc1ccc(S(=O)(=O)Nc2ccc(F)cc2)c(C)c1C
0.22,0.7,.,CC(C(=O)Nc1ccccc1-c1ccccc1)N1CCN(S(=O)(=O)c2ccccc2)CC1 (stereo not drawn)
0.09,-0.52,20,CCc1nc2ccc(F)cc2c(C(=O)NC2CCCCC2C)c1C (stereo not drawn)
-0.76,-1,-288,O=C1C2C3C=CC(C3=C3CCCCC3)C2C(=O)N1c1ccccc1 (stereo not drawn)

New compounds follow:
sdo1 growth,sdo1 growth Rescue 24 h,Insulin prom inh,SMILES
-0.99,-1.1,8,Cc1sc(NC(=O)c2ccco2)c(CN2CCN(c3ccccc3)CC2)c1C
-0.7,1.2,58,Cc1ccc(NC(=O)c2nnn(CC(=O)Nc3ccccc3)c2N)cc1C
.,.,7,O=C(CSc1ncnc2sccc12)Nc1ccccc1F
0.03,-0.24,.,Cc1ccc(N(Cc2cc(=O)[nH]c3ccccc23)C(=O)c2ccco2)cc1
0.22,-0.21,.,COC(=O)C1=C(C)OC(N)=C(C#N)C1C1CCCCC1 (stereo not drawn)
2.4,0.27,7,COc1ccc(NC(=O)C2CCCN2C(=O)NC2CCCCC2)cc1OC (stereo not drawn)
-0.38,-0.45,0,CCc1c(C)[nH]n(-c2nc(-c3cccc([N+](=O)[O-])c3)cs2)c1=O
0.14,0.58,100*,O=C(N/N=C/C=C/c1ccco1)c1cccnc1
.,.,-9,Cc1ccccc1OCCCC(=O)Nc1nncs1
.,.,29,CC(=O)c1ccccc1NC(=O)COC(=O)/C=C/c1ccc(C)o1
1.4,-0.58,15,Cc1ccc(NC(=O)CC(C(=O)O)c2ccccc2)cc1 (stereo not drawn)
0.18,0.17,.,CCCCNC(=O)c1ccc(CS(=O)(=O)c2cccc(C(F)(F)F)c2)o1

Remaining list, next part
sdo1 growth,sdo1 growth Rescue 24 h,Insulin prom inh,SMILES
0.29,0.14,.,CCC(C)NC(=O)C1CC(c2cccc(OC)c2)=NO1 (stereo not drawn)
0.51,0.73,50,Nc1nc(N)nc(-c2ccccc2)n1
-1,-0.99,11,CCOc1ccc(C2Nc3ccc4ccccc4c3-c3c2c(=O)oc2ccccc32)cc1 (stereo not drawn)
-1.7,-1.6,.,COc1ccc(N2CCN(C(=O)C(C)(C)Oc3ccc(Cl)cc3)CC2)cc1
0.91,0.09,-406,CC(=C1C(=O)c2ccccc2C1=O)N1CCC(C(N)=O)(N2CCCCC2)CC1
-1.1,-0.79,-18,Cc1c2c(nc3c(C(=O)NC4CCCC4)cnn13)CCCC2
0.23,0.41,24,CN1CCC(N(C)CC(=O)Nc2ccccc2N2CCOCC2)CC1
.,.,-29,CC[n+]1c(C)n(-c2ccccc2)c2ccc(NC(C)=O)cc21
0.75,0.08,4,CC1CN(S(=O)(=O)c2ccc(NC(=O)CCN3C(=O)c4ccccc4C3=O)cc2)CC(C)O1 (stereo not drawn)
-0.54,-0.88,.,O=C1CC2(CCCCC2)Oc2ccc(OCC(=O)N3CCOCC3)cc21
1.4,1.3,-28,CCc1cccc2c(C(=O)CSc3nnc(-c4ccncc4)n3C)c[nH]c12
-1.2,-0.91,53,COC(=O)c1sc(NC(=O)c2ccc(Cn3cc(Cl)cn3)o2)c(C#N)c1C

Printed as active in Insulin prom inh, among the entries above:
sdo1 growth,sdo1 growth Rescue 24 h,Insulin prom inh,SMILES
0.14,0.58,100*,O=C(N/N=C/C=C/c1ccco1)c1cccnc1

Remaining list, next part
sdo1 growth,sdo1 growth Rescue 24 h,Insulin prom inh,SMILES
-1.3,0.89,-147,C=CCn1c(SCC(=O)Nc2ccccc2C)nc2sc(C)c(C)c2c1=O
1.7,1.4,14,CCOC(=O)C(/C=C(\C#N)C(=O)OCC)=C(/N)N1CCN(c2ccc(OC)cc2)CC1
-0.47,-0.68,.,Cc1c(-n2cc(C(=O)c3cc(Br)ccc3O)cc(C#N)c2=O)c(=O)n(-c2ccccc2)n1C
0.13,-0.04,-19,Nc1nc(-c2ccco2)nn1C(=O)CCc1ccccc1
0.18,-0.68,.,CCOC(=O)c1[nH]c(C)c(/C(O)=C2\C(=O)C(=O)N(CCCN3CCOCC3)C2c2cccnc2)c1C (stereo not drawn)
-1.3,-0.9,46,O=C(NCCSCc1ccco1)Nc1ccc(Cl)cc1
-2.3,-1.4,.,CC(C)C(c1nnnn1C(C)(C)C)N1CCN(c2cccc(Cl)c2)CC1 (stereo not drawn)
-1.5,-0.58,-36,CCC(C)NC(=O)c1ccccc1NC(=O)c1ccc(CSc2ccccc2)cc1 (stereo not drawn)
-0.55,-0.27,.,COc1cccc(NC2c3ccccc3C(=O)N2Cc2ccco2)c1 (stereo not drawn)
-1.2,-1.2,40,COC(=O)c1ccccc1NC(=O)C1CCCN(S(=O)(=O)c2ccc(F)cc2)C1 (stereo not drawn)
0.02,0.48,-260,O=C1c2ccccc2C(=O)N1CCCCSc1nc2ccccc2o1
1.8,1.4,.,CCCNC(=O)NCCc1c(C)[nH]c2ccccc12

Compound activity deposited in PubChem by several laboratories.
